Compound activity from PubChem.
HEK293 tox – cytotoxicity counter-screen for GLP-1 receptor inverse agonists; HEK293 cAMP-luciferase reporter cells, luminescence, 24 h; Potency, µM (doses to about 38.3 µM), inactives show at the highest dose activity change, negative = inhibition, most hits filed as inhibitors; hit rate 0.13% among 410,000; AID 624418;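 note: loss of luciferase light is scored as toxicity; potency is the fitted concentration of half-maximal effect; % is set by controls: 0 for no effect and ±100 for the full control effect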
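Cells in DMEM/10% Nu serum/1% pen-strep, 1536-well format. Pre-incubated 12 h, dosed with 23 nL compound, incubated a further 24 h. Luciferase detection, 12 min at room temp, luminescence.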
D3 antag – D3 dopamine receptor (human) antagonism; P35462; D3R cells, DiscoveRx beta-arrestin luminescence, antagonist mode; active compounds read low; max response, negative = inhibition, %; hit rate 2.5% among 360,000; AID 652054; in the data active = max response below about -50%; inconclusive = no clear call, values can overlap the other calls; note: % is set by controls: 0 for no effect and ±100 for the full control effect; mostly tested at two doses, the higher about 12 µM
Target sequence (P35462 whole entry, looked up): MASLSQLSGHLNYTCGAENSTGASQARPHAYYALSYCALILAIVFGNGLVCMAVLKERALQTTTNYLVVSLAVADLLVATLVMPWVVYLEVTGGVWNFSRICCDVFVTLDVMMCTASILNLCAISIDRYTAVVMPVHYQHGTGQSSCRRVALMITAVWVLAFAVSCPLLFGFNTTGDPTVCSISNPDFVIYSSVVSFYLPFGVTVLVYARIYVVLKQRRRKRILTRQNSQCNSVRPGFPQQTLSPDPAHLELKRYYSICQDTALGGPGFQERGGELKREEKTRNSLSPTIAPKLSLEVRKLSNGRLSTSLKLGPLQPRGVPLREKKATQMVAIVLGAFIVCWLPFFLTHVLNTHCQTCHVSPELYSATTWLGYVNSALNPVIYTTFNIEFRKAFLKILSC
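Cells expressing the human receptor were seeded at 1500 cells/well, incubated overnight at 37 degrees C in 5% CO2, then exposed to library compounds with dopamine controls for 90 minutes at 37 degrees C before luminescent detection.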
WRN inhibitor – WRN helicase (human) inhibition; Q14191; WRN helicase unwinding, fluorescent forked duplex, kinetic; Potency, µM (doses to about 114 µM), inactives show top-dose activity change, negative = inhibition, most hits filed as inhibitors; hit rate 0.46% among 360,000; note: potency is the fitted concentration of half-maximal effect; % is set by controls: 0 for no effect and ±100 for the full control effect; nearly all actives have a fitted effect of over 55% in size
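Primary qHTS, 1536-well format. 20 nM WRN + compound, 15 min RT; start with 100 nM forked fluorophore/quencher duplex, 2 mM ATP (final); kinetic read ex 525/em 598 nm.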
DRD3 agonist – activates the human D3 dopamine receptor; D3R DiscoveRx beta-arrestin cells, luminescence, 90 min; max activation, %; hit rate 0.58% among 410,000; AID 652048; in the data active = max activation above about 30%; note: 0% is about no effect; mostly tested at two doses, the higher about 12 µM
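Agonist mode: compounds and dopamine controls were applied to plated cells for 90 min at 37 degrees C after an overnight attachment at 1500 cells/well. Luminescent read-out followed 30 - 60 minutes at room temperature with DiscoveRx detection reagent.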
IL2 activator – activators of IL-2 | IL-2 activation reporter assay, cell-based qHTS; stimulated with anti-CD3/CD4/CD28 beads; in transgenic mouse T cells | activation, % (series mostly up to about 46 µM) | hit rate 0.065% among 360,000 | AID 652025; in the data active = activation above about 50%; inconclusive = mostly about 30% to 49%; note: 0% is about no effect
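EGFP and DsRed fluorescence is measured by plate cytometry in unstimulated transgenic mouse T cells exposed to compound for 60 minutes, then stimulated 18 hours at 37 degrees C with anti-CD3/anti-CD4 beads plus anti-CD28.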
PLK1 PBD inh – inhibitors of human PLK1 polo-box domain binding; Plk1 PBD binding of FITC phosphopeptide, fluorescence polarization; P53350; AID 720504; Potency, µM, for the others: max response, negative = inhibition, actives largely listed as inhibitors; hit rate 2.8% among 360,000; note: potency is the fitted concentration of half-maximal effect; series mostly up to about 57 µM; % is set by controls: 0 for no effect and ±100 for the full control effect; nearly all actives have a fitted effect of over 65% in size
PI5P4K alpha inh – PI5P4K alpha (human) kinase inhibition; PI5P4Kalpha enzyme, ADP-Glo luminescence, 60 min; active compounds read low; max response, %; hit rate 1.2% among 330,000; AID 652105; active = max response of -50% or lower; inconclusive = between -30% and -50%; inactive = -30% or higher; note: value at the top dose of about 77 µM; % is set by controls: 0 for no effect and ±100 for the full control effect
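Single end-point luminescence (ADP-Glo) quantified ADP from PI5P4Kalpha turnover; ATP 5 microM final, 1 h at RT, 0.1% CHAPS and 0.28 mM EGTA in HEPES pH 7.4.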
GLP1R ag – agonists of human GLP-1 receptor; hit rate 0.007% among 380,000; P43220; Potency, µM (top dose mostly 45.6 µM), inactives show top-dose activation, usual class: activators; HEK293 GLP-1R CRE-luciferase, luminescence, 4-6 h; cells express a hypersensitive GLP-1R form; note: potency is the fitted concentration of half-maximal effect; % of control where 0% means no effect
Target sequence (P43220 whole entry, looked up): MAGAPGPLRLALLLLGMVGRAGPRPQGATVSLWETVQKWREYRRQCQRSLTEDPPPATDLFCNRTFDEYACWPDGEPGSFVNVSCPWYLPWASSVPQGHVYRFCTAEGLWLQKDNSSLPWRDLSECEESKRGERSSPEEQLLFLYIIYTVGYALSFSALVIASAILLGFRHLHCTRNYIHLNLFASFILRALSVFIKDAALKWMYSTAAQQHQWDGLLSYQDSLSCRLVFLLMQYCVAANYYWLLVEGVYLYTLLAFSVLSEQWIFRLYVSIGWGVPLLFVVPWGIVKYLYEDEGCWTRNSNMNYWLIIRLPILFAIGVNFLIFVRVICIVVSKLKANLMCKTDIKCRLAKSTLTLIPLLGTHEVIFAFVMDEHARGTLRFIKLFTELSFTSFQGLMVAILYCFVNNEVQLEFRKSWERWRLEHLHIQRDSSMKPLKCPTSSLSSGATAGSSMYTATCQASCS
GLP1R inv ag – GLP-1 receptor (human) inverse agonism. HEK293 GLP-1R CRE-luciferase, luminescence, 24 h; GLP-1R form is constitutively active. Potency, µM (doses to about 38.3 µM), for inactives: top-dose activity change, negative = inhibition, actives largely listed as inhibitors. hit rate 1.6% among 410,000; note: potency is the fitted concentration of half-maximal effect; % is set by controls: 0 for no effect and ±100 for the full control effect; nearly all actives have a fitted effect of over 55% in size
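GLP-1R inverse agonism mode: basal reporter luminescence in engineered HEK293 cells measured after one day of compound exposure at 37 deg C, with a 12 min room-temperature detection step.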
* marks the source's active call; other numbers are inactive results; [ ] = another dose, or the depositor's remark. Unless noted, calls come from the whole dose curve; as a rule, active = well fitted curve in the direction sought with a large enough effect; inconclusive = small, poorly fitted or top-dose-only effect, or another doubt; inactive = no such curve, though single readings can be large; an effect the other way counts as inactive or inconclusive.

`CSc1nn2c(C)c(C)c(C)nc2c1C#N` gave HEK293 tox -2%, D3 antag 15, WRN inhibitor 1%, DRD3 agonist 0, IL2 activator -1.9, PLK1 PBD inh -5%, PI5P4K alpha inh 1, GLP1R ag 0% and GLP1R inv ag 40%[activator].
For C=CCSc1nc2ccccc2n1S(=O)(=O)c1ccc(Cl)cc1 the results were HEK293 tox 7%, D3 antag -8, WRN inhibitor -34%, DRD3 agonist -8, IL2 activator -2.7, PLK1 PBD inh -6%, PI5P4K alpha inh -8, GLP1R ag 6% and GLP1R inv ag 6%.
O=C(NCc1ccco1)C1CCN(C(=O)c2ccc(Cl)cc2Cl)CC1 was read as HEK293 tox -11%, D3 antag 6, WRN inhibitor -7%, DRD3 agonist 0, IL2 activator 1.1, PLK1 PBD inh inconclusive, PI5P4K alpha inh -5, GLP1R ag 4% and GLP1R inv ag 8%.
Screening CN(C)C(=S)Nc1ccc(Cc2ccncc2)cc1 returned HEK293 tox -16%, D3 antag 7, WRN inhibitor -5%, DRD3 agonist 2, IL2 activator -0.6, PLK1 PBD inh -25%, PI5P4K alpha inh -3, GLP1R ag 0% and GLP1R inv ag -14%.
O=C(O)C1C2CCC(C2)C1C(=O)NCCc1ccccc1 (configuration not stated) was read as HEK293 tox 0%, D3 antag 8, WRN inhibitor -2%, DRD3 agonist 7, IL2 activator 0.2, PLK1 PBD inh 4%, PI5P4K alpha inh -4, GLP1R ag 0% and GLP1R inv ag -5%.
For COc1ccc(C(=O)OCc2c(F)cccc2Cl)cc1S(=O)(=O)N1CCOCC1 the results were HEK293 tox 15%, D3 antag 23, WRN inhibitor -2%, DRD3 agonist 1, IL2 activator 0.3, PLK1 PBD inh 2%, PI5P4K alpha inh 1, GLP1R ag 16% and GLP1R inv ag -29%.
`COC(=O)c1ccccc1NC(=O)NCCc1ccc(OC)c(OC)c1` gave HEK293 tox 16%, D3 antag 9, WRN inhibitor -5%, DRD3 agonist 0, IL2 activator 1.9, PLK1 PBD inh -24%, PI5P4K alpha inh -8, GLP1R ag 10% and GLP1R inv ag 5%.
For CC1Cc2nc(SCC(=O)NCC3CCCO3)n(-c3ccc(F)cc3)c(=O)c2S1 (configuration not stated) the results were HEK293 tox 4%, D3 antag -1, WRN inhibitor -30%, DRD3 agonist 3, IL2 activator -1.0, PLK1 PBD inh -10%, PI5P4K alpha inh -8, GLP1R ag -1% and GLP1R inv ag -11%.
Cc1cc[n+](-c2nc3ccccc3nc2[N-]S(=O)(=O)c2ccccc2)cc1 was read as HEK293 tox 16%, D3 antag -6, WRN inhibitor -2%, DRD3 agonist 16, IL2 activator -1.2, PLK1 PBD inh -14%, PI5P4K alpha inh 10, GLP1R ag 4% and GLP1R inv ag 7%.
For CC(OC(=O)c1cc(=O)c2ccccc2o1)C(=O)Nc1ccc(N(C)C)cc1 (configuration not stated) the results were HEK293 tox -6%, D3 antag -15, WRN inhibitor 11%, DRD3 agonist 2, IL2 activator -0.9, PLK1 PBD inh -10%, PI5P4K alpha inh -2, GLP1R ag -1% and GLP1R inv ag 7%.
Nc1nc(SCc2ccc(Br)cc2)c2ncn(C3OC(CO)C(O)C3O)c2n1 (configuration not stated) was read as HEK293 tox -7%, D3 antag -10, WRN inhibitor 3%, DRD3 agonist -7, IL2 activator -0.2, PLK1 PBD inh 0%, PI5P4K alpha inh -3, GLP1R ag 19% and GLP1R inv ag 38%[activator].
Screening C=CCn1c(O)c(N=NC(=O)OCC)c2ccccc21 returned HEK293 tox -8%, D3 antag 11, WRN inhibitor 8%, DRD3 agonist -2, IL2 activator 0.9, PLK1 PBD inh -12%, PI5P4K alpha inh 9, GLP1R ag 32% and GLP1R inv ag 0%.
`O=C(Nc1cccc(C(=O)O)c1)Nc1cccc2ccccc12` gave HEK293 tox 4%, D3 antag 25, WRN inhibitor -3%, DRD3 agonist 8, IL2 activator -0.1, PLK1 PBD inh 2%, PI5P4K alpha inh 4, GLP1R ag 0% and GLP1R inv ag -17%.
`OC(c1ccccc1)c1ncc(-c2ccccc2Cl)[nH]1` (configuration not stated) gave HEK293 tox 7%, D3 antag 0, WRN inhibitor -6%, DRD3 agonist 2, IL2 activator 0.6, PLK1 PBD inh -4%, PI5P4K alpha inh 3, GLP1R ag 0% and GLP1R inv ag 4%.
`COc1cccc(NC(=O)N2CCC(NC(=O)C(Cc3cccc(C)c3)NC(C)=O)CC2)c1` (configuration not stated) gave HEK293 tox -7%, D3 antag 6, WRN inhibitor 12%, DRD3 agonist -17, IL2 activator 2.4, PLK1 PBD inh 4%, PI5P4K alpha inh 4, GLP1R ag 0% and GLP1R inv ag 5%.
Screening COc1ccc(N=Cc2c(O)ccc3ccccc23)cc1 returned HEK293 tox -16%, D3 antag -9, WRN inhibitor -8%, DRD3 agonist -10, IL2 activator -3.4, PLK1 PBD inh -11%, PI5P4K alpha inh 8, GLP1R ag 4% and GLP1R inv ag -5%.
CCOC(=O)CC(=O)CSc1ncc(C(=O)OCC)c(N)n1 was read as HEK293 tox -10%, D3 antag 41, WRN inhibitor 0%, DRD3 agonist 6, IL2 activator -0.7, PLK1 PBD inh -1%, PI5P4K alpha inh 2, GLP1R ag 2% and GLP1R inv ag 30%[activator].
CC1(NC(=O)/C=C/c2nc3ccccc3s2)CCS(=O)(=O)C1 (configuration not stated) was read as HEK293 tox -22%, D3 antag 9, WRN inhibitor 4%[11.6 µM], DRD3 agonist 1, IL2 activator 1.3, PLK1 PBD inh -10%, PI5P4K alpha inh -56*, GLP1R ag -5% and GLP1R inv ag 13%.
Screening O=C(CCS(=O)(=O)c1cccc2nonc12)N1CCOCC1 returned HEK293 tox -12%, D3 antag -25, WRN inhibitor 4%, DRD3 agonist -4, IL2 activator -2.5, PLK1 PBD inh -4%, PI5P4K alpha inh -1, GLP1R ag -6% and GLP1R inv ag 0%.
For COc1cc(C(=O)Nc2cccc(-c3nnc(-c4ccco4)o3)c2)ccc1OC(C)=O the results were HEK293 tox inconclusive, D3 antag 23, WRN inhibitor -16%, DRD3 agonist 6, IL2 activator -1.6, PLK1 PBD inh -1%, PI5P4K alpha inh -11, GLP1R ag 3% and GLP1R inv ag inconclusive.

Sorted by formula weight (rising): part of the list above
Screening C=CCn1c(O)c(N=NC(=O)OCC)c2ccccc21 returned HEK293 tox -8%, D3 antag 11, WRN inhibitor 8%, DRD3 agonist -2, IL2 activator 0.9, PLK1 PBD inh -12%, PI5P4K alpha inh 9, GLP1R ag 32% and GLP1R inv ag 0%.
`OC(c1ccccc1)c1ncc(-c2ccccc2Cl)[nH]1` (configuration not stated) gave HEK293 tox 7%, D3 antag 0, WRN inhibitor -6%, DRD3 agonist 2, IL2 activator 0.6, PLK1 PBD inh -4%, PI5P4K alpha inh 3, GLP1R ag 0% and GLP1R inv ag 4%.
Cc1cc[n+](-c2nc3ccccc3nc2[N-]S(=O)(=O)c2ccccc2)cc1 was read as HEK293 tox 16%, D3 antag -6, WRN inhibitor -2%, DRD3 agonist 16, IL2 activator -1.2, PLK1 PBD inh -14%, PI5P4K alpha inh 10, GLP1R ag 4% and GLP1R inv ag 7%.
Nc1nc(SCc2ccc(Br)cc2)c2ncn(C3OC(CO)C(O)C3O)c2n1 (configuration not stated) was read as HEK293 tox -7%, D3 antag -10, WRN inhibitor 3%, DRD3 agonist -7, IL2 activator -0.2, PLK1 PBD inh 0%, PI5P4K alpha inh -3, GLP1R ag 19% and GLP1R inv ag 38%[activator].

Other structures follow.
CCc1ccc(NC(=O)CSc2nc3c([nH]c4ccccc43)c(=O)n2-c2ccc(C)cc2)cc1 was read as HEK293 tox -4%, DRD3 agonist -11, GLP1R ag 6% and GLP1R inv ag -13%.
`Cc1cc(C)n2nc(C(=O)Nc3ccc4c(c3)OCO4)nc2n1` gave HEK293 tox 16%, D3 antag -6, WRN inhibitor -22%, DRD3 agonist -4, IL2 activator 0.1, PLK1 PBD inh -22%, PI5P4K alpha inh inconclusive, GLP1R ag 1% and GLP1R inv ag 18%.
For CC1=C(C(=O)OCC2CCCO2)C(c2ccccc2Cl)NC(=O)N1 (configuration not stated) the results were HEK293 tox -5%, D3 antag inconclusive, WRN inhibitor -3%, DRD3 agonist 5, IL2 activator 0.1, PLK1 PBD inh 1%, PI5P4K alpha inh 1, GLP1R ag 8% and GLP1R inv ag 4%.
`Cc1ccc(/C=C/C(=O)N2CCc3ccccc32)o1` gave HEK293 tox 3%, D3 antag inconclusive, WRN inhibitor inconclusive, DRD3 agonist -17, IL2 activator -0.4, PLK1 PBD inh inconclusive, PI5P4K alpha inh -75*, GLP1R ag 0% and GLP1R inv ag 9%.
For Cc1ccc2c(c1)[nH]c1c(=O)n(Cc3ccco3)cnc12 the results were HEK293 tox -8%, D3 antag -13, WRN inhibitor -2%, DRD3 agonist 0, IL2 activator -2.6, PLK1 PBD inh 27µM*, PI5P4K alpha inh -21, GLP1R ag 2% and GLP1R inv ag 9%.
For Nc1c(Cl)cc(-c2cn(CCC(=O)O)c(-c3ccncc3)n2)cc1Cl the results were HEK293 tox 6%, D3 antag -10, WRN inhibitor -2%, DRD3 agonist 1, IL2 activator -0.3, PLK1 PBD inh -7%, PI5P4K alpha inh -3, GLP1R ag 2% and GLP1R inv ag 13%.
CCOC(=O)C1CCN(C(=O)c2ccco2)CC1 was read as HEK293 tox 2%, D3 antag 1, WRN inhibitor -8%, DRD3 agonist -4, IL2 activator 0.4, PLK1 PBD inh -2%, PI5P4K alpha inh 1, GLP1R ag -17% and GLP1R inv ag -7%.
For Cc1ccc(C)c(S(=O)(=O)Nc2ccc(O)c(Sc3ncn[nH]3)c2)c1 the results were HEK293 tox -1%, D3 antag 2, WRN inhibitor -2%, DRD3 agonist 18, IL2 activator -0.8, PLK1 PBD inh inconclusive, PI5P4K alpha inh 2, GLP1R ag 7% and GLP1R inv ag -11%.
`Cn1c(=O)c2c(ncn2Cc2cc(-c3ccccc3)no2)n(C)c1=O` gave HEK293 tox -5%, D3 antag 17, WRN inhibitor 3%, DRD3 agonist 4, IL2 activator 0.7, PLK1 PBD inh 2%, PI5P4K alpha inh -1, GLP1R ag 16% and GLP1R inv ag 12%.
